# CHRM4 PAM: human M4 muscarinic receptor positive allosteric modulators, primary screen, CHO-K1 cells, Fluo-8 calcium fluorescence; Muscarinic acetylcholine receptor M4 (Homo sapiens), P08173; CHO-K1 hM4/Gqi5, ACh EC20; 0% = ACh EC20, 100% = maximal ACh; activation, % at 3 µM; 0.4% of 360,000 active; AID 624126, 2012;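 active means activation above its plate's cutoff, the mean activation of sample wells plus 3 SD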; further: some results filed as inactive read as strong as hits
# Target sequence (P08173 whole entry, looked up): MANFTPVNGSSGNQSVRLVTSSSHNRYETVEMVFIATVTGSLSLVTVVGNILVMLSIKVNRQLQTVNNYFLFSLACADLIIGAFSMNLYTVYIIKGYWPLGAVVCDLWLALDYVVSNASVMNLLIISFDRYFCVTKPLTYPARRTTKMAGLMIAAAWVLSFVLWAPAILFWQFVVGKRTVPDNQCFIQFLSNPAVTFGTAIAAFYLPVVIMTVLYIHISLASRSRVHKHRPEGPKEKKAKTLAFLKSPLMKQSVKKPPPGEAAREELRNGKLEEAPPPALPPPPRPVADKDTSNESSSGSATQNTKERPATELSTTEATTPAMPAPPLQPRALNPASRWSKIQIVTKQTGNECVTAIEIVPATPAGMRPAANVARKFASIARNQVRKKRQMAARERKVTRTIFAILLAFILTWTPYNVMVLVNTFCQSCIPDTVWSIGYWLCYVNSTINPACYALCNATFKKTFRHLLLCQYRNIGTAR
# M5 PAM: human M5 muscarinic receptor positive allosteric modulators, primary screen, CHO-K1 cells, Fluo-8 calcium fluorescence; Muscarinic acetylcholine receptor M5 (Homo sapiens), P08912; CHO-K1 hM5, ACh EC20 PAM; 0% = ACh EC20, 100% = ACh EC100; activation, % at 3 µM; 0.3% of 360,000 active;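 active means activation above the run cutoff, the mean activation of all test compounds plus 3 SD, cut at about 18% in these data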
# Target sequence (P08912 whole entry, looked up): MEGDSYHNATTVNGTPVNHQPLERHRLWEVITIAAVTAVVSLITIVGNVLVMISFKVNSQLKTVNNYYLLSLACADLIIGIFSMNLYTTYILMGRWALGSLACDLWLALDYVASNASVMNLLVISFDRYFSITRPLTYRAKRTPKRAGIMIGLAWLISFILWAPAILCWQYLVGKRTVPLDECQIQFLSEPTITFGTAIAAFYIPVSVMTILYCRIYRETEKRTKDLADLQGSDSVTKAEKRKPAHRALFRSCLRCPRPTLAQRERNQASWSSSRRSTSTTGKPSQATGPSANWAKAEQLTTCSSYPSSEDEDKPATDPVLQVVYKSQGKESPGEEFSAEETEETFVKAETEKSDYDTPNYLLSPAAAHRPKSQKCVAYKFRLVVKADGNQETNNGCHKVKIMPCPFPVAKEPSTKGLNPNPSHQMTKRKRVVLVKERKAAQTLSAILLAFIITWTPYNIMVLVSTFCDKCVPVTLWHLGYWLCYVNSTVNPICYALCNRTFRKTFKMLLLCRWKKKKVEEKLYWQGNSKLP
#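 system = human M5 receptor in CHO-K1 cells | reagent = EC20 acetylcholine as agonist stimulus | compound dosing = single-point, 3 µM nominal | incubation = Fluo-8 loading 80 min at 37 °C plus 30 min room temperature | detection = Fluo-8 calcium dye fluorescence, kinetic read | benchmarks = low control EC20 acetylcholine (0%), high control EC100 acetylcholine (100%)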
# CHRM5 antagonist: human M5 muscarinic receptor antagonists, primary screen, CHO cells, Fluo-8 calcium fluorescence | Muscarinic acetylcholine receptor M5 (Homo sapiens), P08912 | AID 624040, 2012 | CHO-hM5 cells, ACh EC80 | 0.59% of 360,000 active | inhibition, % at 3 µM;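 active means inhibition above a per-plate cutoff, the mean of that plate's test compounds plus 3 SD, cut at about 27% in these data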;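 further: 0% = acetylcholine EC80 with DMSO and 100% = DMSO without agonist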
# CRFR2-BP ag: agonists of CRF-BP/CRF-R2 complex, primary screen, cell-based, HEK293, calcium dye fluorescence, uHTS. CRF-binding protein / CRF receptor 2 complex (human). calcium dye fluorescence (FLIPR); percent of saturating CRF peptide response. activation, % at 13.2 µM. 0.46% of 350,000 active;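 active means activation of at least 50%, plus an integration ratio under a set limit after plate pattern correction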;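 further: plate controls were neutral control wells without compound for no effect and CRF at EC100 for full effect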
# CRFR2-BP antag: antagonists of CRF-BP/CRF-R2 complex, primary screen, cell-based, HEK293, calcium dye fluorescence, uHTS; 0.59% of 350,000 active; AID 588475, 2011; CRF-induced calcium fluorescence; inhibition, % at 11.8 µM;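 active means inhibition of the ligand-induced calcium signal above about 50% at the single tested concentration, limit read from the data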
# IDE inh: human IDE inhibitors in live cells, primary screen, fluorescence polarization, HEK cells, FAbetaB substrate. 0.41% of 320,000 active. inhibition, % at 5.59 µM. AID 434962, 2010. FAbetaB cleavage;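 active means percent inhibition above the average of all tested compounds plus 3 SD, set per screening campaign, cut at about 16% in these data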;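 further: IDE supplied by intact live HEK cells; FP after avidin binding of uncleaved biotin substrate so inhibition keeps polarization high; 0% = DMSO wells and 100% = 60 µM reference IDE inhibitor Ii1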
# M4 antag: human M4 muscarinic receptor antagonists, primary screen, CHO cells, Fluo-8 calcium fluorescence; AID 624125, 2012; CHO-hM4 cells, ACh EC80; inhibition, % at 3 µM; 0.73% of 360,000 active;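 active means inhibition above its plate's cutoff, the mean inhibition of sample wells plus 3 SD, cut at about 27% in these data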;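 further: 0% = acetylcholine EC80 with DMSO and 100% = DMSO without agonist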
# M5 ag: human M5 muscarinic receptor agonists, primary screen, CHO-K1 cells, Fluo-8 calcium fluorescence | Muscarinic acetylcholine receptor M5 (Homo sapiens), P08912 | CHO-K1 hM5 cells; 0% DMSO wells, 100% maximal acetylcholine response | activation, % at 3 µM | 0.19% of 360,000 active;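 active means activation above the run's mean over test compounds plus 3 SD, cut at about 23% in these data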;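 further: signal is peak over basal fluorescence ratio across the kinetic read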
# CHRM4 agonist: human M4 muscarinic receptor agonists, primary screen, CHO-K1 cells, Fluo-8 calcium fluorescence; 0.14% of 360,000 active; activation, % at 3 µM; CHO-K1 hM4/Gqi5; vehicle 0%, full acetylcholine response 100%; Muscarinic acetylcholine receptor M4 (Homo sapiens), P08173; AID 624127, 2012;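 active means activation above the run mean over all test wells plus 3 SD, cut at about 32% in these data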;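 further: peak over basal fluorescence ratio per well then scaled between controls; 0% = DMSO wells and 100% = acetylcholine at EC100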
# * hit, by the source's call; . = no result given.
# Order of values – CHRM4 PAM	M5 PAM	CHRM5 antagonist	CRFR2-BP ag	CRFR2-BP antag	IDE inh	M4 antag	M5 ag	CHRM4 agonist
CC1CC(C)CN(C(=O)/C=C/c2ccc([N+](=O)[O-])s2)C1 (stereo unspecified)
 : 1	4	2	-1.1	-7	.	0	-3	0
Nc1nc(SCc2ccc3c(c2)OCCO3)n[nH]1
 : -2	-3	4	-0.6	-4	-1	-6	-7	1
COCCCN1CC(=O)N2C(c3ccc(C)cc3)c3[nH]c4ccccc4c3C[C@H]2C1=O (stereo partly specified)
 : 0	-7	7	4.7	-21	3	-6	2	7
O=S(=O)(Cc1ccccc1)N1CCN(c2ncccn2)CC1
 : 4	8	-12	-1.4	9	3	1	-1	2
CCOC(=O)N1CCN(C(=O)Nc2ccccc2Cl)CC1
 : 1	2	3	-1.0	4	-1	-1	10	1
Cc1cc(C)c2c(CC(=O)O)coc2c1
 : 6	4	-2	-0.2	-3	-2	9	0	0
O=C(Nc1cccc2oc(=O)ccc12)c1ccc([N+](=O)[O-])cc1[N+](=O)[O-]
 : 1	4	4	-0.1	7	5	6	-3	1
CCOC(=O)c1cc(-c2ccc(F)cc2)n(CC(=O)NCc2cccnc2)c1C
 : 6	3	-5	0.7	-2	-1	0	-1	1
O=C(CN1CCC(O)(c2ccccc2F)CC1)NCCc1c[nH]c2ccccc12
 : 6	-6	8	-0.9	9	3	-5	2	4
COc1ccc(CN2C(=O)C(CC(=O)NCCN3CCOCC3)CC(C(=O)N3CCCCCC3)=C2C)cc1 (stereo unspecified)
 : 1	7	-18	.	.	.	-14	0	1
COc1cc(CC(=O)Nc2c(-c3ccccc3)[nH][nH]c2=O)cc(OC)c1
 : -2	-5	10	.	.	.	9	1	0
Cc1cc(N/N=C/c2ccccc2Br)nc2ccccc12
 : -5	-6	-5	-0.4	-4	-5	-2	-5	-1
CC(C)NC(=O)N(C)C[C@H]1Oc2c(cccc2N(C)C)C(=O)N([C@H](C)CO)C[C@@H]1C
 : 12	5	-8	0.7	-5	-4	0	0	3
CCOc1ccc(NC(=O)c2sc(N3CCOCC3)nc2-c2ccccc2)cc1
 : 10	10	-11	-1.8	-3	2	0	2	0
O=C1C=C(NCc2ccc(Cl)cc2)CCC1
 : 2	-7	10	-3.9	-21	7	0	-3	0
CC(C)c1ccc(S(=O)(=O)N2CCC(C(=O)NCC3(N(C)C)CCCCC3)CC2)cc1
 : -10	-2	17	0.1	-7	-1	17	-6	3
C=CCOc1c(Br)cc(CNn2cn[nH]c2=S)cc1OC
 : 2	-1	9	1.3	3	4	3	0	5
Cc1csc(NC(=O)CSc2nc(=O)cc(N)n2-c2ccc(F)cc2)n1
 : -1	5	4	-0.3	4	-4	-2	-4	2
Cc1cccc(NC(=S)NNC(=O)c2nn(C)cc2Cl)c1
 : -4	0	2	-3.4	8	1	12	-3	1
CNC(=O)COc1ccc(Nc2nnc(-c3ccc(C)c(S(N)(=O)=O)c3)c3ccccc23)cc1
 : -1	0	2	-0.4	12	5	2	1	0

# Results in CHRM4 PAM, IDE inh and CHRM5 antagonist, for some of the entries so far:
SMILES | CHRM4 PAM | IDE inh | CHRM5 antagonist
Cc1csc(NC(=O)CSc2nc(=O)cc(N)n2-c2ccc(F)cc2)n1 | -1 | -4 | 4
Cc1cccc(NC(=S)NNC(=O)c2nn(C)cc2Cl)c1 | -4 | 1 | 2

# The results go on.
# Order of values – CHRM4 PAM	M5 PAM	CHRM5 antagonist	CRFR2-BP ag	CRFR2-BP antag	IDE inh	M4 antag	M5 ag	CHRM4 agonist
CC1(C)CCC(=NNC(N)=S)CC1
 : 4	-3	17	2.3	-4	.	0	-1	0
COc1ccc2nc(N/C(=N/S(=O)(=O)c3cccs3)c3ccccc3Cl)sc2c1
 : -6	-7	10	-0.7	-5	-9	0	3	1
Cn1c(=O)[nH]c(=O)c2c1nc(SCCN1CCCCC1)n2Cc1ccccc1
 : -1	7	3	-1.6	3	3	-1	-12	1
CN(C)C(=O)c1ccc(NC(=O)CN2C(=O)NC3(CCCc4ccccc43)C2=O)cc1 (stereo unspecified)
 : 5	2	3	-1.1	4	9	-26	-2	1
COc1cccc(NC(=O)c2cnc(SC)nc2C)c1
 : 2	-8	-1	-1.1	4	.	-19	-1	7
CC1Cc2ccccc2N1C(=O)c1cnc2ccccn2c1=O (stereo unspecified)
 : 5	-5	1	-1.8	7	5	-8	-2	-1
O=C(OCc1nnc(-c2ccccc2)o1)C1=COCCO1
 : -2	-3	7	17	8	-4	8	-3	1
Cc1ccc(Cl)cc1N1CCN(C(=O)C2CCC(=O)N(C3CCCCCC3)C2)CC1 (stereo unspecified)
 : 4	1	-2	-2.5	5	2	-12	1	5
CCN(CC)CCC(c1cc(OC)c(OC)c(OC)c1)c1c(OC)cc(OC)c2c(-c3ccccc3)cc(=O)oc12 (stereo unspecified)
 : 2	-9	10	0.2	-1	5	-1	-11	6
Cc1cccc2cc(C#N)c(NCCCn3ccnc3)nc12
 : 3	-2	0	2.1	-34	-4	5	0	3
CN(C(=O)c1ccc(NC(=O)Cc2ccc(NC(=O)C3CCN(C(=O)C4CCCCC4)CC3)cc2)cc1)C1CC1
 : 14	3	14	-2.0	4	7	4	1	1
CCN(CC)CCOc1ccc(Br)cc1
 : 8	5	-2	-0.6	3	2	18	-5	2
COc1ccc(-c2csc(C(C)(O)c3cccnc3)n2)cn1 (stereo unspecified)
 : -1	-2	-1	.	.	.	4	2	1
COC(=O)[C@@H]1C[C@@H]2CC[C@@H](O)C[C@@H]2N1Cc1ccc(C(F)(F)F)cc1
 : 6	8	-1	-3.2	41	3	-8	5	2
O=C(COc1ccc2c(c1)oc(=O)c1ccccc12)NC(Cc1ccc(Cl)cc1)C(=O)O (stereo unspecified)
 : 10	-1	8	2.9	1	-1	4	1	1
CCOC(=O)c1c(NC(=O)C2CCCO2)sc(C(=O)OC(C)(C)C)c1C (stereo unspecified)
 : 3	-4	-5	0.8	-12	7	0	-4	1
CCN(CC)c1ccc(NC(=O)C2=CCN(S(=O)(=O)c3ccc(F)cc3)CC2)c(C)c1
 : -6	-8	-1	0.5	-13	2	-7	3	4
COc1ccccc1NC(=O)COc1ccc(C(=O)NCc2ccccc2)cc1OC
 : 3	-16	1	0.4	6	0	0	-2	11
COc1ccc(CNC(=O)Cc2ccc(NC(=O)C3=C(C)OCCS3)cc2)cc1
 : 5	3	1	0.8	-7	-1	-4	-3	2
Cc1n[nH]c(C)c1S(=O)(=O)N1CCN(S(=O)(=O)c2cccc(F)c2)CC1
 : 10	2	4	-0.3	9	.	0	2	3
Cc1ccc(/C=C2\Oc3c(ccc(O)c3CN3CCN(CCO)CC3)C2=O)cc1
 : 15	3	4	86*	-16	-4	-4	1	1
CCN(C(=O)CN1CCN(c2ccccc2F)CC1)c1c(N)n(Cc2ccccc2)c(=O)[nH]c1=O
 : -6	0	12	1.8	5	7	7	2	1
O=C(O)CSCC(=O)NCc1cccc(C(F)(F)F)c1
 : -1	-3	6	1.2	14	5	0	-2	0
C[C@H](CO)N1C[C@H](C)[C@@H](CN(C)C(=O)NC2CCCCC2)Oc2ccc(NS(=O)(=O)c3cccs3)cc2C1=O
 : -2	0	-5	-0.9	-4	0	-6	-1	0
C[n+]1ccc(CC2C(=[N+]([O-])[O-])C=Nc3ncnn32)cc1 (stereo unspecified)
 : -8	0	5	0.1	-1	.	3	0	2
OCC[C@H]1C[C@@H](O)[C@H](O)[C@@]2(CCc3ccccc3CO2)O1
 : 14	1	0	0.4	-8	2	-17	3	3
CC(C)CCN1C(=O)c2ccc(C(=O)Nc3cc(C(=O)O)cc(C(=O)O)c3)cc2C1=O
 : 2	0	2	0.3	-3	.	-9	1	4
O=[N+]([O-])c1ccc(Oc2c(F)c(F)nc(N3CCCC3)c2F)cc1
 : -9	-10	4	0.6	-4	6	14	-2	-1
[O-]/C(=C(\C(=S)Nc1ccc(SC(F)F)cc1)[n+]1cccc(CO)c1)c1ccc(Cl)s1
 : -10	0	7	5.3	-8	-2	4	-5	2
O=C(Nc1ccc2c(c1)CCC2)c1cnccn1
 : -1	1	1	-1.2	7	2	4	-1	1
COc1cccc(OC)c1C(=O)N1CCN(Cc2ccccc2F)CC1
 : -2	0	23	2.5	24	.	1	-2	1
CC(/C=N/NC(=O)c1cccnc1)=C\c1ccco1
 : 13	6	-4	4.5	-20	-1	2	0	1
COc1ccc2nc(SCc3nc(N)nc(Nc4ccccc4)n3)[nH]c2c1
 : 3	-2	0	0.7	-13	0	-10	2	9
Cc1ccc(S(=O)(=O)NCc2ccc(C(=O)NC3CC3)cc2)cc1
 : -4	1	-2	-0.1	11	3	13	-1	0
O=C1C2C3C=CC(CC3)C2C(=O)N1c1cccc(Br)c1 (stereo unspecified)
 : -3	3	-6	-0.9	7	8	2	-3	1
Cc1cc(Cn2nc(C(=O)NCc3cccs3)cc2-c2ccccc2)on1
 : 1	-11	14	-0.9	1	-7	-3	-1	1
O=S(=O)(Nc1nccs1)c1ccc(Cl)cc1
 : 3	-6	-7	-1.2	4	-3	10	-1	0
COc1ccc(OC)c(N(CC(=O)Nc2ccc3c(c2)OCCO3)S(C)(=O)=O)c1
 : 6	2	-3	-1.9	16	2	10	4	1
O=C(CCc1nnc(Cc2ccc3c(c2)OCO3)o1)NCCc1ccccc1Cl
 : -3	4	2	-1.6	20	0	-7	-5	3
COc1ccc(NC(=O)CN2CCN(CC(=O)Nc3ccc(OC)c(OC)c3)CC2)cc1
 : 2	1	-3	-0.8	6	4	5	-1	0
O=C(COC(=O)C1CCCCC1)Nc1cc([N+](=O)[O-])ccc1F
 : 5	7	-2	4.0	-9	0	-7	-2	5
CC(C(=O)NC1CCCCC1)N1CCN(S(=O)(=O)c2cccs2)CC1 (stereo unspecified)
 : 8	4	-3	-1.5	0	5	-11	1	0
CCOC(=O)C1CCN(C(=O)c2ccccc2)C(CC)C1=O (stereo unspecified)
 : -2	5	15	-0.7	30	.	3	-3	0
Cc1cc(OCCN2CCN(S(=O)(=O)c3ccccc3F)CC2)ccc1C(C)C
 : 9	4	-12	5.9	-5	5	-28	0	3
COc1ccccc1S(=O)(=O)N1CCC(C(=O)O)(c2ccccc2)CC1
 : 11	3	15	-0.1	2	-8	-2	0	1
Cc1cc(NS(=O)(=O)c2ccc(NC(=O)C(CC(C)C)N3C(=O)c4ccccc4C3=O)cc2)nc(C)n1 (stereo unspecified)
 : -5	-1	0	41	-93	2	12	-4	1
CCc1nc(SCC(=O)Nc2ccc(N(C)C)cc2)n[nH]1
 : -1	4	8	-1.0	1	3	-7	-5	0
COc1ccc(C)cc1N(C(=O)c1snc(C(N)=O)c1N)C(C(=O)NC1CCCC1)c1ccc(F)cc1 (stereo unspecified)
 : 3	1	15	-0.4	-14	3	-11	-3	0

# Compound activity (PubChem BioAssay)

# Compounds were not picked by outcome; about 2.9% have a hit in one of these screens.
